# HKDC1 inh = HKDC1 (human) hexokinase inhibition | Q2TB90 | recombinant HKDC1, G6PDH/diaphorase resazurin coupled fluorescence | inhibition, % at 20 µM | actives 0.16% (n = 340,000) | AID 493160;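 active = inhibition above about 35% when tested at 20 µM, limit read from the data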;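 also: plate controls were DMSO wells with enzyme for no effect and DMSO wells lacking enzyme for full effect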
# Target sequence (Q2TB90 whole entry, looked up): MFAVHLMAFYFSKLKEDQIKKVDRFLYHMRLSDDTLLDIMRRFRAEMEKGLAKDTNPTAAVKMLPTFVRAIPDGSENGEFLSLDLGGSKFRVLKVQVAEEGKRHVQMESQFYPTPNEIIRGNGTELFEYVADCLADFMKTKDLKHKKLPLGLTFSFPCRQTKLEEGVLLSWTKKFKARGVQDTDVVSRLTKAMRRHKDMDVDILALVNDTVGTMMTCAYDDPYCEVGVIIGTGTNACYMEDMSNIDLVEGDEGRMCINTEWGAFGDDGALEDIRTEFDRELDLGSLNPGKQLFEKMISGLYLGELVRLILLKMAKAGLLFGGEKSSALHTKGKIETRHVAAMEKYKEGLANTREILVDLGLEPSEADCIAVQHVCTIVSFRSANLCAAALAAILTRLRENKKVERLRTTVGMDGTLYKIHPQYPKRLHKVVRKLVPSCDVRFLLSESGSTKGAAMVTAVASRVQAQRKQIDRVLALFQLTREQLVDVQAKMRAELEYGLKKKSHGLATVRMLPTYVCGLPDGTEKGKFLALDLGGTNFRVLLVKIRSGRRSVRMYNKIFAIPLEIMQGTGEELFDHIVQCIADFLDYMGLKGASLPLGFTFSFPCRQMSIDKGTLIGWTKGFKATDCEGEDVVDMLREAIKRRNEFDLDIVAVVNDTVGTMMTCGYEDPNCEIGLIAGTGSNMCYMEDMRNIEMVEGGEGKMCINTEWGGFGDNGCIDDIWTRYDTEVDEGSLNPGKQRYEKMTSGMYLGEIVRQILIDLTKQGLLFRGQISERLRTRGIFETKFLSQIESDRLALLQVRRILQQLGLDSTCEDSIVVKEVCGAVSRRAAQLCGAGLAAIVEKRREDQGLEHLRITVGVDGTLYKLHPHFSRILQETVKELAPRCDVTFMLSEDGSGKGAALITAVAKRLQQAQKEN
#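 Material: recombinant HKDC1 hexokinase; Amount: HKDC1 at 5 µg/mL; Medium: Tris pH 8.0 buffer with MgCl2, Tween-20, BSA, BME; Schedule: 90 min reaction incubation at room temperature, dark; Technique: coupled resazurin fluorescence, excitation 525 nm, emission 613 nm.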
# mIAP activ = mouse IAP activation | muIAP, CDP-Star luminescence, 30 min; active compounds read high; 1 = vehicle-only enzyme signal, 0 = enzyme-free wells | activation factor at 10 µM | actives 0.24% (n = 330,000);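 active = activation factor of at least 2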; also: the source names both 10 and 20 µM as test concentration; values of inactives mirror those of a sister screen read the other way
#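 System: mouse IAP enzyme. Reagent: CDP-Star chemiluminescent phosphatase substrate. Benchmarks: DMSO wells, no-enzyme wells. Times: 30 min enzyme-substrate-compound incubation at room temperature. Detection: luminescence from enzymatic CDP-Star hydrolysis. Doses: test compounds delivered from DMSO solution.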
# hIAP block = human IAP inhibition; actives 0.12% (n = 330,000); P09923; purified IAP, CDP-Star luminescence, 30 min; AID 2544; inhibition, % at 10 µM;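 active = inhibition reaching a set limit with compound at 10 µM in the primary screen, cut at about 35% in these data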;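 also: plate controls were DMSO wells with enzyme for no effect and no-enzyme buffer wells for full effect; values of inactives mirror those of a sister screen read the other way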
# APOBEC3A inh = blocks human APOBEC3A ssDNA deamination; inhibition, % at 20 µM; recombinant A3A, FAM/TAMRA ssDNA deamination fluorescence; AID 493011; actives 0.41% (n = 330,000); P31941;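 active = at least 40% inhibition at 20 µM here, with at most 30% in a related deaminase screen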;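 also: plate controls were A3A with DMSO for no effect and wells lacking A3A enzyme for full effect; some results filed as inactive read as strong as hits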
# Target sequence (P31941 whole entry, looked up): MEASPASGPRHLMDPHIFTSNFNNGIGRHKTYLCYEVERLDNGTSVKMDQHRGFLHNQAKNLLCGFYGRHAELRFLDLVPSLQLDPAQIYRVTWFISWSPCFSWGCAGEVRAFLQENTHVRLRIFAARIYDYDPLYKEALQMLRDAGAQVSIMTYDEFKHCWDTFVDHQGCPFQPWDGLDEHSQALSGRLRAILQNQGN
# ATG4B inh = ATG4B (human) cysteine protease inhibition. Q9Y4P1. ATG4B cleavage of LC3-PLA2, NBD-HPC fluorescence, 1 h. inhibition, % at 8.33 µM. actives 0.51% (n = 340,000); in the data active = inhibition above about 40%
# hIAP act = increases human intestinal alkaline phosphatase activity | purified human IAP, CDP-Star luminescence, 30 min; active compounds read high; 1 = vehicle-only enzyme, 0 = enzyme-free background | AID 2524 | actives 0.16% (n = 330,000) | activation factor at 10 µM | P09923;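 active = activation factor of the enzyme at least 2-fold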; also: the source names both 10 and 20 µM as test concentration; values of inactives mirror those of a sister screen read the other way
# mIAP block = mouse IAP inhibition. inhibition, % at 10 µM. actives 0.2% (n = 330,000). purified mouse IAP, CDP-Star luminescence, 30 min;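 active = inhibition of at least 40% at 10 µM in the primary screen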;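 also: plate controls were DMSO with enzyme for no effect and no enzyme wells for full effect; values of inactives mirror those of a sister screen read the other way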
# PfGluPho inh = PfG6PD (Plasmodium falciparum) enzyme inhibition. PfGluPho enzyme, NADPH resazurin-diaphorase fluorescence. inhibition, % at 20 µM. actives 0.78% (n = 350,000). AID 504690;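 active = inhibition reaching at least a set limit at 20 µM in the primary screen, cut at about 59% in these data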;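 also: 0% = DMSO wells with substrate and 100% = DMSO wells lacking glucose-6-phosphate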
# Starred values were filed as active, the others as inactive; . = not tested or not shown. An unsorted share of the library. Share with any hit: about 2.4%.
canonical_smiles	HKDC1 inh	mIAP activ	hIAP block	APOBEC3A inh	ATG4B inh	hIAP act	mIAP block	PfGluPho inh
Cc1ccc(C2(c3ccc(C)cc3)NC(=O)N(CC(=O)NCCCN3CCCC3=O)C2=O)cc1	0	1.1	13	1	-6	0.87	-5	-9
CC(=O)n1cc([C@H]2C=C(C(=O)NCc3ccccc3)O[C@@H](OCc3ccc(CO)cc3)C2)c2ccccc21	4	1	-15	1	-8	1.2	-4	27
O=C(CCC1CCN(C(=O)c2cc(C(F)(F)F)ccc2Cl)CC1)NC1CC1	3	1.1	-10	4	3	1.1	-7	-2
COC(=O)/C(=C/c1ccco1)NC(=O)c1ccccc1	-6	1.1	-19	4	-3	1.2	-7	-12
Cn1c(C(C)(O)C(O)c2ccccc2)nc2ccccc21 (stereo not given)	.	1	7	3	.	0.93	-3	.
CCCC(=O)Nc1ccc(Br)cn1	1	0.87	4	1	4	0.96	13	-7
CCOC(=O)C1CCN(C(=O)c2cc(C(C)(C)C)nn2Cc2ccccc2)CC1	-6	0.99	-6	2	2	1.1	1	-4
O=C1C(=O)N(CCO)C(c2ccc(Br)cc2)/C1=C(\O)c1ccccc1 (stereo not given)	-3	1.1	6	-7	-9	0.94	-8	-24
CC(C)(C)OC(=O)N1CC(O)CC1C(=O)OCC(=O)c1ccccc1 (stereo not given)	-3	1	13	2	5	0.87	-3	-11
CCN1CCN(CNC(=O)c2cnccn2)CC1	1	0.99	-1	-1	16	1	1	4
Cc1cc(C)c2[nH]c(=O)c(CN(Cc3ccco3)C(=S)NCC3CCCO3)cc2c1 (stereo not given)	-2	0.85	4	-1	-9	0.96	15	17
CCOC(=O)CON1C(=O)C(C)(C)N(OCC(=O)OCC)C(=O)C1(C)C	1	1.1	-7	-3	0	1.1	-11	-18
COc1ccc(CCNC(=O)Nc2ccc([N+](=O)[O-])cc2)cc1OC	-3	0.99	3	-1	-4	0.97	1	8
COC(=O)c1[nH]c2cc(OC)ccc2c1NC(=O)CCN1CCN(Cc2ccc3c(c2)OCO3)CC1	1	0.98	3	11	-7	0.97	2	-6
CCn1nc(C)cc1C(=O)N1CCCC(Nc2ccc(F)c(F)c2)C1 (stereo not given)	0	0.92	-12	-4	-6	1.1	8	2
CCOc1cc(/C=N/NC(=O)c2cccnc2)ccc1OCC(=O)N(C)C	-8	0.96	0	2	9	1	4	-5
CS(=O)(=O)c1ccc([C@@H](O)[C@@H](CO)NC(=O)C(Cl)Cl)cc1	-6	1	6	-2	6	0.94	-1	-7
Cc1ccc(CC(=O)NCc2ccc(F)cc2)cc1	-4	0.94	2	0	5	0.98	6	-6
CCOc1ccc(NS(=O)(=O)c2ccc3[nH]c(=O)c(=O)[nH]c3c2)cc1	-6	1	14	1	-12	0.86	-3	-8
Nc1c(C=C2C=CC(=O)C=C2)c(=O)nc2sc(CC(=O)N3CCOCC3)nn12	3	0.92	-10	-2	6	1.1	8	-9
O=C(N/N=C/C=C/c1ccccc1)c1n[nH]c2c1CCC2	-3	1.1	-108	-2	-6	2.1*	-7	-8
COc1ccc(S(=O)(=O)N/N=C/c2ccc(OCCN3CCOCC3)c(OC)c2)cc1	4	1	-6	-2	-2	1.1	-1	-5
COCCN1C=C(C(=O)OC)C(c2ccccc2C(F)(F)F)C(C(=O)OC)=C1	6	1.2	8	-3	-2	0.93	-20	3
Cc1cc([N+](=O)[O-])nn1CC(=O)Nc1nccs1	-11	0.95	1	-1	-6	0.99	5	15
S=C(NCC1CCCO1)Nc1ccc(Cl)cc1Cl (stereo not given)	3	0.98	14	-4	-8	0.86	2	5
O=C(c1ccccc1F)N1CCCC(C(=O)N2CCN(c3ccccc3)CC2)C1 (stereo not given)	-5	0.94	7	-4	-1	0.93	6	-13
CN(C)S(=O)(=O)c1cccc(NC(=O)c2ccc(-n3cncn3)c([N+](=O)[O-])c2)c1	2	0.96	0	11	-4	0.99	4	8
Cc1ccc(NC(=O)CSc2nnc(Cc3ccccc3)o2)cc1	-8	1	4	0	0	0.96	-2	13
COCCOC(=O)N/C=C\c1nc2ccccc2c(=O)[nH]1	1	0.97	-4	-2	2	1	3	-5
S=C(Nc1ccccc1)N1CCn2c(nc3ccccc32)C1	1	1	11	0	3	0.89	-2	-3
COc1ccc(N2C(=O)CC(NNc3ncc(Cl)cc3Cl)C2=O)cc1 (stereo not given)	-4	0.81	-15	-4	-14	1.1	19	12
CC(C)CC(=O)NC(NC(=S)Nc1cccc2cccnc12)C(Cl)(Cl)Cl (stereo not given)	0	0.96	3	0	1	0.97	4	12
Clc1ccc2nc(CN3CCCc4ccccc43)cn2c1	0	0.92	12	-3	16	0.88	8	49
CCn1nnnc1SCC(=O)N1CCOCC1	-5	0.99	1	-1	4	0.99	1	2
O=c1cc(-c2ccccc2)[nH]c2cc(Cl)ccc12	-2	1.1	-22	-7	2	1.2	-9	9
COC(=O)c1cc(-c2ccc(Br)cc2)c2c(=O)n(C)c(=O)n(C)c2n1	0	0.99	-16	-2	-3	1.2	1	6
O=C(NC1CCCCNC1=O)c1ccc(Cl)cc1 (stereo not given)	3	1	-16	-1	-4	1.2	-4	-9
CC(C)NC(=O)C1CCN(C2CCN(Cc3cn[nH]c3-c3ccccc3)CC2)CC1	-5	0.87	-5	0	-2	1	13	7
Cn1cc(/C=N/NC(=O)c2cccc([N+](=O)[O-])c2)c2ccccc21	-12	0.92	1	1	-10	0.99	8	3
C#CCCOC(=O)Nc1ccccc1	-5	0.93	-12	0	-4	1.1	7	1
CC(=O)NCCC(=O)Nc1cc(S(=O)(=O)Nc2ccc(Cl)cc2)ccc1N1CCCC1	-4	1	4	-1	-10	0.96	0	20
COc1ccc2oc(C(=O)OCC(=O)/C(C#N)=C(\C)N)c(C)c2c1	-8	0.97	4	1	-1	0.96	2	-10
CCCC1=NN(c2ccc([N+](=O)[O-])cc2)C(=O)/C1=C\N(C)C	26	1.1	-8	-4	6	1.1	-11	-8
COc1cc(C(=O)OC(C)C(=O)Nc2ccc3c(c2)OCCO3)cc(OC)c1OC (stereo not given)	-3	1.1	11	-1	-5	0.89	-7	39
CCNS(=O)(=O)c1cccc(C(=O)c2c(C)cc3ccccn23)c1	-1	0.86	16	-1	17	0.84	14	-3
O=C(CS(=O)(=O)Cc1ccccc1)Nc1cccnc1	4	1	-2	6	-10	1	-5	-7
O=C(CSc1nnc(NC(=O)c2ccccc2[N+](=O)[O-])s1)NC1CCCC1	-6	0.95	-2	2	2	1	5	2
CC1=NN(c2nc(-c3ccc(C)cc3)cs2)C(=O)C1N=Nc1ccccc1O (stereo not given)	-30	0.89	10	1	11	0.9	11	-33
C#CCOCCOCCOCCNc1nc(N2CCN(C(=O)C([C@@H](C)O)n3cc([C@@H](N)CCCCN)nn3)CC2)nc(N2CCN(C(=O)[C@H](CCCCN)n3cc(CN)nn3)CC2)n1 (stereo not given in full)	-1	0.94	2	5	8	0.98	6	11
Cc1ccc(SCCC(=O)N(C)C)cc1	-4	1.1	-21	-3	-4	1.2	-14	6
COc1ccccc1-n1cnnc1SCC(=O)Nc1ncc(Cl)cc1Cl	-6	1.3	5	-7	3	0.95	-27	-6
Cc1ccc(Sc2ccc(C(=O)N(C)C)cc2[N+](=O)[O-])cc1	-6	0.72	7	0	0	0.93	28	-18
Cc1nc(-c2ccc(C(=O)NCCO)cc2)cs1	-3	1.1	-21	-6	-8	1.2	-10	-1
O=C(Nc1cc(S(=O)(=O)N2CCCC2)ccc1Cl)c1cc(F)c(F)c(F)c1F	-6	1	-1	-2	-3	1	0	-2
Fc1ccc(NC(=S)Nc2cc(-c3ccccc3)[nH]n2)cc1Cl	-1	0.88	-29	1	24	1.3	12	11
Cc1cc(NC(=O)CSc2nnc(-c3cccc(Cl)c3)o2)no1	-6	1	-11	0	2	1.1	-2	-3
N#Cc1nc(COc2ccc(F)cc2)oc1NCCN1CCOCC1	-4	0.93	-15	0	-10	1.1	7	8
Cc1c(O)ccc2c(=O)c(Oc3ccccc3)coc12	-1	0.94	-2	-5	-2	1	6	-10
CC(=O)c1nn(-c2cccc(Cl)c2)cc1C(=O)c1ccco1	1	1.1	22	-1	-5	0.78	-5	6
OCCC1CN(Cc2cnc(-c3ccccc3)s2)CCN1C1CCCCC1 (stereo not given)	-2	0.95	0	2	1	1	5	-2

# Following part.
canonical_smiles	HKDC1 inh	mIAP activ	hIAP block	APOBEC3A inh	ATG4B inh	hIAP act	mIAP block	PfGluPho inh
COCCNC(=O)c1ccc(CS(=O)(=O)c2ccc(Cl)cc2)o1	-9	1	-16	0	-12	1.2	-5	-16
CC1CC(C)CN(S(=O)(=O)c2ccc(C(=O)Nc3nnc(C4CC4)o3)cc2)C1 (stereo not given)	-1	0.93	-16	-1	-3	1.2	7	-44
O=C(NCc1ccccc1)C1CC(=O)N(c2ccc(OCC(=O)N3CCCC3)cc2)C1 (stereo not given)	1	1	-15	-3	-4	1.1	0	-2
Cc1onc(-c2ccccc2)c1C(=O)Nc1ccc(S(=O)(=O)N2CCCCC2)cc1	0	1	4	-1	-1	0.96	-4	7
CCN(Cc1ccccc1)C(=O)Cn1c(=O)n(CC(=O)N2CCCCC2)c(=O)c2sccc21	-3	1.1	2	-2	-4	0.98	-5	-9
O=C(CSc1nccn1-c1ccc(F)cc1)NCc1ccc(F)cc1	2	1.1	-18	0	-10	1.2	-13	-4
CC(O)C(NS(=O)(=O)c1ccc(Cl)cc1)C(=O)OCc1nnc(-c2ccccc2)o1 (stereo not given)	5	1	9	-2	-6	0.91	-1	3
Clc1ccccc1CO/N=C1\CCCc2nonc21	0	0.87	-8	2	21	1.1	13	-22
C/C(=N\NC(=O)c1cccc(S(=O)(=O)Nc2ccccc2Cl)c1)c1ccco1	2	0.93	-27	0	-9	1.3	7	-20
COC(=O)c1ccc(Cn2nnc3c(=O)[nH]c(C4CCN(S(=O)(=O)c5ccc(F)cc5)CC4)nc32)cc1	4	0.91	3	-5	-22	0.97	9	-12
Nc1c(N(Cc2ccccc2)C(=O)CCc2ccccc2)c(=O)[nH]c(=O)n1Cc1ccccc1	-1	1.1	-9	0	-5	1.1	-5	-1
Cc1ccc2c(c1)[C@H]1[C@H](CO2)[C@H](c2ccccc2)[C@]2(C)C(=O)N(Cc3ccco3)CC(=O)N12	3	0.97	4	3	-7	0.96	3	16
CC(=O)Nc1ccc(SCc2csc(C)n2)cc1	-2	0.93	15	9	-3	0.85	7	-1
C/C(=N\Nc1ccc(Cl)c(C(=O)O)c1)c1cc2ccccc2o1	-2	0.9	16	6	2	0.84	10	25
CC(=O)N(C(C)=O)c1nc2nc(C)cc(C)n2n1	-3	1	-16	3	-5	1.2	0	-16

# Some of the entries so far, field by field:
canonical_smiles: O=C1C(=O)N(CCO)C(c2ccc(Br)cc2)/C1=C(\O)c1ccccc1 (stereo not given)
  HKDC1 inh: -3
  mIAP activ: 1.1
  hIAP block: 6
  APOBEC3A inh: -7
  ATG4B inh: -9
  hIAP act: 0.94
  mIAP block: -8
  PfGluPho inh: -24
canonical_smiles: COC(=O)c1[nH]c2cc(OC)ccc2c1NC(=O)CCN1CCN(Cc2ccc3c(c2)OCO3)CC1
  HKDC1 inh: 1
  mIAP activ: 0.98
  hIAP block: 3
  APOBEC3A inh: 11
  ATG4B inh: -7
  hIAP act: 0.97
  mIAP block: 2
  PfGluPho inh: -6
canonical_smiles: CC1CC(C)CN(S(=O)(=O)c2ccc(C(=O)Nc3nnc(C4CC4)o3)cc2)C1 (stereo not given)
  HKDC1 inh: -1
  mIAP activ: 0.93
  hIAP block: -16
  APOBEC3A inh: -1
  ATG4B inh: -3
  hIAP act: 1.2
  mIAP block: 7
  PfGluPho inh: -44

# Assay outcomes as filed in PubChem BioAssay.
